From PubChem BioAssay
RPL19A-GFP yeast = yeast TOR pathway RPL19A-GFP modulation | S. cerevisiae RPL19A-GFP strain, flow cytometry, 3 h; hits give low values | percent response vs DMSO, % at 10 µM | 330,000 tested, 0.3% active;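 active means percent response vs DMSO below 50%; inconclusive means fewer than 70 events counted for the yeast strain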;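 further: median channel GFP fluorescence of the barcoded RPL19A-GFP strain; ratio of sample median GFP to plate DMSO average so 100% = DMSO; lower means less RPL19A-GFP as with rapamycin TOR inhibition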
LAP4-GFP MLPCN = modulators of TOR pathway LAP4-GFP in S. cerevisiae; S. cerevisiae LAP4-GFP multiplex, flow cytometry GFP, 3 h; median GFP as percent of DMSO wells; GFP response vs DMSO, % at 10 µM; 320,000 tested, 0.34% active;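 active means GFP response vs DMSO above a set limit, about the screen mean plus 3 SD, cut at about 150% in these data; inconclusive means under 70 cell events counted for the yeast strain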
AHR activator = human AHR activation | P35869 | AHR-responsive luciferase reporter cells, luminescence | activation, % at 5 µM | 320,000 tested, 2.5% active; in the data active means activation above about 47%;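 further: 0% = vehicle wells and 100% = reference agonist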
Target sequence (P35869 whole entry, looked up): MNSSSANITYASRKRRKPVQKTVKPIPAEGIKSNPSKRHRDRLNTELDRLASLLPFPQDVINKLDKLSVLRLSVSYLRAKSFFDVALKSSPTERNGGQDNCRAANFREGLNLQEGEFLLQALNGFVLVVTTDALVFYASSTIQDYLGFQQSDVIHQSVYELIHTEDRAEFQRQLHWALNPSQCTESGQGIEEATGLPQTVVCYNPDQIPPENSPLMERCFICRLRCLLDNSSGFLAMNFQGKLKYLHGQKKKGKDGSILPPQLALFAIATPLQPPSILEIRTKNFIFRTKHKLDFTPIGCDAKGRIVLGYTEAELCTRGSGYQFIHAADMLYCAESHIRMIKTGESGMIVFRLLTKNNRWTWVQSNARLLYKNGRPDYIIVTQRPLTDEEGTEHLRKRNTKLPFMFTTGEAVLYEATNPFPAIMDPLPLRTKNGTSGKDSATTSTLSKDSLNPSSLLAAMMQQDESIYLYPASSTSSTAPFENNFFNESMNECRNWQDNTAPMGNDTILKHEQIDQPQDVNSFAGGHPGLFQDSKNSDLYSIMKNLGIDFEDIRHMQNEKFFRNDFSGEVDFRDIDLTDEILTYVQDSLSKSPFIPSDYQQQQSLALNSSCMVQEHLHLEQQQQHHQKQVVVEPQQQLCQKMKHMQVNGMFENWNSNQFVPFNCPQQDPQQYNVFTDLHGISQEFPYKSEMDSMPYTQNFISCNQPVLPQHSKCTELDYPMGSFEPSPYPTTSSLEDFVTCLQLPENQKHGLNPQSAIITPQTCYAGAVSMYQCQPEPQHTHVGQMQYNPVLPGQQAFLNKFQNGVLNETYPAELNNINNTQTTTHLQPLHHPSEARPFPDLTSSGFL
CIT2 TOR yeast = alters CIT2-GFP fluorescence in TOR pathway yeast screen | AID 2029 | 320,000 tested, 0.065% active | S. cerevisiae CIT2-GFP strain, flow cytometry, 3 h; 100 means same as DMSO wells | GFP response vs DMSO, % at 10 µM;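 active means GFP response relative to DMSO above a set limit, near the screen mean plus 3 SD, cut at about 150% in these data; inconclusive means Fewer than 70 cells measured for a yeast strain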;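 further: ratio of well median GFP fluorescence to mean of DMSO wells on the plate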
AGP1 TOR yeast = alters AGP1-GFP fluorescence in TOR pathway yeast screen; S. cerevisiae AGP1-GFP multiplex flow cytometry, 3 h; GFP as percent of DMSO wells; 320,000 tested, 0.02% active; GFP response vs DMSO, % at 10 µM;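 active means GFP response relative to DMSO above a set limit, near screen average plus 3 SD, cut at about 150% in these data; inconclusive means fewer than 70 cells counted for the yeast strain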;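 further: median GFP channel fluorescence of the gated AGP1 strain per well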
proCasp3 act = activators of human procaspase-3. recombinant procaspase-3 D3A, Ac-DEVD-pNA absorbance 405 nm. AID 463141. P42574. activation, % at 8.5 µM. 330,000 tested, 0.11% active;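 active means activation above the mean of all tested compounds plus 3 SD, cut at about 21% in these data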;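 further: 0% = DMSO alone and 100% = DMSO wells spiked with extra 5 µM PC-3 D3A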
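Test system: Procaspase-3 D3A mutant; medium: Zinc-free HEPES/NaCl buffer with 0.01% Triton X-100 at pH 7.4; reagent: DEVD-pNA substrate; doses: one concentration, 8.5 µM nominal, 0.8% DMSO; times: 1 h preincubation plus 2 h reaction at 25 °C; signal: Epi-absorbance at 405 nm of released p-nitroaniline, 0 and 120 min; replicates: singlicate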
procasp7 counter = counter-screen for procaspase-3 activators: activators of human procaspase-7. recombinant procaspase-7, Ac-DEVD-pNA absorbance 405 nm; D23A/D198A/D206A triple mutant, cannot self-cleave; scale: DMSO 0, 5 µM enzyme 100. 330,000 tested, 0.093% active. AID 463210. activation, % at 8.5 µM;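 active means percent activation above the screen-wide mean plus 3 SD, cut at about 25% in these data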
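Assay system: Uncleavable procaspase-7 mutant enzyme | Input: 2 µM procaspase-7 mutant as dispensed | Timing: 1 h compound preincubation, 2 h substrate cleavage, 25 °C | Repeats: One well per compound | Control set: DMSO wells as 0%, DMSO with 5 µM added PC-7 as 100% | Technique: Epi-absorbance of released pNA at 405 nm, two timepoints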
MEP2 TOR yeast = modulators of TOR pathway MEP2-GFP in S. cerevisiae. 330,000 tested, 0.51% active. S. cerevisiae MEP2-GFP strain, flow cytometry GFP, 3 h; 100% = DMSO control level. GFP response vs DMSO, % at 10 µM;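 active means GFP response versus DMSO above a set limit, roughly screen mean plus 3 SD, cut at about 180% in these data; inconclusive means fewer than 70 cells counted for a yeast strain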;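 further: median GFP fluorescence of the barcode-gated MEP2-GFP cells per well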
Numbers without * were called inactive; ? = inconclusive; nt = not tested or not shown; [ ] = another dose, or the depositor's remark.

SMILES	RPL19A-GFP yeast	LAP4-GFP MLPCN	AHR activator	CIT2 TOR yeast	AGP1 TOR yeast	proCasp3 act	procasp7 counter	MEP2 TOR yeast
Cc1cc2n(n1)SC(Nc1cc(Cl)ccc1Cl)N2 (stereo unspecified)	103	111	63*	106	97	-9	-25	107
CCCCNC(=O)Nc1c(C(=O)OCC)[nH]c2ccccc12	107	107	33	108	110	5	-4	105
COc1cccc2c1OC1(C)CC2NC(=O)N1c1cccc(C(=O)Nc2ccc3c(c2)OCCO3)c1 (stereo unspecified)	100	99	7	99	102	5	-3	108
COc1ccc(C2=Nn3c(nnc3-c3ccccn3)SC2)cc1	98	103	-2	106	106	5	-7	99
CC(C)(C)c1ccc(C(=O)N2CCC(=O)N(C(CO)Cc3ccccc3)CC2)cc1 (stereo unspecified)	97	123	1	71	78	-2	-10	90
O=C1CNC(=S)N1c1nc(-c2ccccc2)cs1	105	90	18	101	99	-6	2	101
COc1ccc(CCNc2oc(COc3ccccc3)nc2C#N)cc1	100	87	5	98	95	-2	10	97
CC1CCCN(CCCNC(=O)c2ccc(N3CCCC3=O)cc2)C1 (stereo unspecified)	104	104	-1	100	103	-5	13	104
CCOCCCn1c(=NC(=O)c2cccs2)c(C#N)cc2c(=O)n3ccccc3nc21	93	105	-3	110	114	-6	-6	79
O=C(CN1C(=O)NC2(CCCCC2)C1=O)Nc1cccc(S(=O)(=O)N2CCCC2)c1	98	103	-1	103	101	10	-9	98
Cc1cc(C)c(C)c(S(=O)(=O)N2CCC(C(=O)N3CCCC3)CC2)c1C	98	103	0	96	103	6	0	101
O=[N+]([O-])c1ncccc1OCc1ccc(-c2ccccc2)cc1	104	132	-6	156*	99	8	-1	156
O=C(CCCOc1ccc(Cl)cc1Cl)N/N=C\C1CCCCC1	101	101	5	101	103	1	6	108
CC(=O)c1cc2c(cc1NC(=O)CSc1nnc(C)s1)OCO2	98	94	11	90	97	6	4	99
CC(C)[C@H](NC(=O)c1ccccc1)C(=O)NC1CCCCCCC1	93	88	0	89	92	2	9	94
CCC(C)NC(=O)c1cc(Sc2nnc(C)s2)nc2ccccc12 (stereo unspecified)	101	90	18	97	98	6	6	93
CCN(CC)S(=O)(=O)c1cc(NC(=O)CSc2nc3c(cc2C#N)C(=O)CC(C)(C)C3)ccc1C	100	95	-2	99	99	2	-7	104
Cc1ccccc1C(=O)NNC(=O)CN1C(=O)c2ccccc2C1=O	114	116	-1	106	108	-2	5	117
NC(=O)c1ccccc1O	98	105	0	88	93	-4	6	94
COc1ccc(C(=O)Nc2ncc3c(n2)CC(c2ccco2)CC3=O)cc1 (stereo unspecified)	94	95	6	88	94	-3	8	95

Whole records as entered above.
Shown for `CC1CCCN(CCCNC(=O)c2ccc(N3CCCC3=O)cc2)C1` (stereo unspecified) → RPL19A-GFP yeast = 104; LAP4-GFP MLPCN = 104; AHR activator = -1; CIT2 TOR yeast = 100; AGP1 TOR yeast = 103; proCasp3 act = -5; procasp7 counter = 13; MEP2 TOR yeast = 104
Shown for `CCOCCCn1c(=NC(=O)c2cccs2)c(C#N)cc2c(=O)n3ccccc3nc21` → RPL19A-GFP yeast = 93; LAP4-GFP MLPCN = 105; AHR activator = -3; CIT2 TOR yeast = 110; AGP1 TOR yeast = 114; proCasp3 act = -6; procasp7 counter = -6; MEP2 TOR yeast = 79

The results go on.
SMILES	RPL19A-GFP yeast	LAP4-GFP MLPCN	AHR activator	CIT2 TOR yeast	AGP1 TOR yeast	proCasp3 act	procasp7 counter	MEP2 TOR yeast
O=C(O)c1cc(-c2c[nH]c3ccccc23)nc2cc3ccccc3cc12	23*[may fluoresce violet]	69[may fluoresce violet]	42	?	?	-1	-2	636*[may fluoresce violet]
O=C(C1=C(O)C(=O)N(CCCn2ccnc2)C1c1ccccc1)c1ccco1 (stereo unspecified)	119	76	3	93	94	-1	-2	102
Clc1ccc(C2=CSC3=NCCN23)c(Cl)c1	99	109	2	102	108	9	4	105
Cc1cccc(N(C(=O)CNC(=O)c2ccco2)C(C(=O)NC2CCCC2)c2cccnc2)c1 (stereo unspecified)	99	94	0	86	101	-3	-10	97
COc1cc(C(=O)OCC(=O)N2CCCC2)cc(OC)c1OC	47*[may fluoresce violet]	93[may fluoresce violet]	0	?	nt	1	-12	324*[may fluoresce violet]
CCOc1cc(C2NC(=O)NC(C)=C2C(C)=O)cc(Cl)c1OCC(=O)O (stereo unspecified)	99	92	-1	97	97	0	-2	101
O=C(Cn1c(-c2ccccn2)nc2ccccc21)N/N=C/c1cccnc1	100	111	6	96	113	9	11	99
CCCS(=O)(=O)Nc1c(OC)ccc2c1c(C(=O)OCC)c(C)n2C	100	90	85*	103	98	-2	9	101
Cc1ccc(S(=O)(=O)N2CCC(C(=O)OC(C)C(=O)NCc3ccccc3)CC2)cc1C (stereo unspecified)	101	103	-3	95	100	8	2	100
Cc1ccc(Sc2ncccc2C(=O)N(C)Cc2cccs2)c(C)c1	101	89	1	100	97	3	-1	103
O=C(NNc1cccc(Cl)n1)C(F)(F)F	98	100	4	106	98	-5	9	96
O=C1OCCC1Sc1nc2ccccc2s1 (stereo unspecified)	93	89	8	75	81	4	11	87
COc1ccc(N(CC(=O)N/N=C/c2ccc(C(=O)O)cc2)S(=O)(=O)c2ccc(NC(C)=O)cc2)cc1	85	78	4	93	85	8	1	86
Cc1ccc2ccc(C)[n+](CCCS(=O)(=O)[O-])c2c1	107	102	3	111	105	-7	-11	109
O=C(c1cccc(S(=O)(=O)N2CCOCC2)c1)N(Cc1nnc(-c2ccccc2Cl)o1)C1CC1	99	98	0	106	101	-11	0	110
Cc1ccc(Cl)cc1N1CCN(C(=O)C2CCCN(S(=O)(=O)c3cnc[nH]3)C2)CC1 (stereo unspecified)	107	119	-1	93	100	-1	6	106
CCCOc1ccc(Cc2c(Cl)nc(SC)nc2OC)cc1	103	92	16	101	105	10	-5	101
O=S(=O)(NC1=NCCCCC1)c1ccc(Cl)cc1	100	97	-2	101	104	10	1	105
Cc1cccc(NC(=O)COC(=O)c2cc3ccccc3oc2=O)c1	105	112	0	100	104	4	14	107
Cc1ccc(Cl)cc1N1CCN(C(=O)c2cn(C)c(=O)c3c2c2ccccc2n3C)CC1	99	104	1	94	105	1	2	110
O=C(CN(C(=O)CNC(=O)c1cccs1)c1ccc2c(c1)OCCO2)NC1CCCC1	99	101	-1	96	103	-3	-5	101
COc1cccc(C(=O)NC(c2ccccc2)C2CCCC2)c1 (stereo unspecified)	100	103	0	96	104	6	-11	91
COCCNC(=O)CSc1nc2cc3c(cc2c(=O)n1CCCC(=O)NCc1ccc(OC)cc1)OCO3	108	103	3	104	108	-6	-3	113
CCc1ccc(NC(=O)Nc2ccc3c(c2)CCC3)cc1	103	100	4	106	105	-3	2	101
Cc1cccn2c(CN(C)C3CCOC3)c(C(=O)N3CCCCC3)nc12 (stereo unspecified)	100	93	4	105	24	-10	2	95
CCCNC(=O)C1CCC(CNS(=O)(=O)c2cccc3nsnc23)CC1 (stereo unspecified)	107	95	-2	119	111	-1	9	107
Cc1nn(-c2ccccc2)nc1CNC(=O)C1CCC1	102	114	3	103	109	2	-1	103
COc1cccc(NC(=O)Nc2cc(Cl)ccc2C)c1	103	96	19	99	98	8	-2	113
O=C(NCCc1ccccc1)C1CC(=O)N(CCc2ccccc2)C1 (stereo unspecified)	97	94	1	100	96	3	5	95
Cc1cc(C)cc(-n2ccnc2SCC(=O)O)c1	98	106	0	100	103	5	10	109
c1ccc(Nc2nc(N3CCOCC3)nc(N3CCOCC3)n2)cc1	98	101	-1	100	104	2	16	102
O=C(CSc1nc2ccccc2[nH]1)Nc1nc(-c2ccc(Br)cc2)cs1	101	97	48*	91	99	6	7	107
COc1ccccc1NC(=O)c1cccc(NC(=O)c2ccco2)c1	96	101	-10	89	98	2	14	94
O=C(NCC1CCCO1)c1cc2c([nH]c3ccccc32)c(-c2cccc(Br)c2)n1 (stereo unspecified)	100	113	-3	95	101	2	14	105
O=C(O)CCC(=O)Nc1ccc(/C=C/C(=O)C2CC2)cc1	97	110	-1	94	101	0	10	97
O=C(NNS(=O)(=O)c1ccccc1)C1CCN(S(=O)(=O)c2ccccc2)CC1	98	108	1	102	101	-1	11	100
COc1ccc(CCNC(=O)c2ccc(Cl)cc2Cl)cc1OC	113	113	-2	102	109	-3	12	108
Cc1ccc(-c2nnn(CC(=O)N(Cc3cccs3)C(C(=O)NC3CCCC3)c3ccco3)n2)o1 (stereo unspecified)	94	91	2	94	95	-8	9	95
Cc1ccc(-c2nnc(SCC#CCOC(=O)c3ccco3)o2)cc1	95	119	11	90	94	10	-5	93
O=C1/C(=C/c2ccccc2)Nc2ccccc21	97	92	15	99	99	0	7	103
CCOc1cc(N2CCOCC2)c(OCC)cc1NC(=O)C(NC(=O)c1ccco1)C(C)C (stereo unspecified)	nt	94	0	104	42	-5	-1	269*

In the list so far, 4 have a thiophene ring, fused or not.
SMILES	RPL19A-GFP yeast	LAP4-GFP MLPCN	AHR activator	CIT2 TOR yeast	AGP1 TOR yeast	proCasp3 act	procasp7 counter	MEP2 TOR yeast
CCOCCCn1c(=NC(=O)c2cccs2)c(C#N)cc2c(=O)n3ccccc3nc21	93	105	-3	110	114	-6	-6	79
Cc1ccc(Sc2ncccc2C(=O)N(C)Cc2cccs2)c(C)c1	101	89	1	100	97	3	-1	103
O=C(CN(C(=O)CNC(=O)c1cccs1)c1ccc2c(c1)OCCO2)NC1CCCC1	99	101	-1	96	103	-3	-5	101
Cc1ccc(-c2nnn(CC(=O)N(Cc3cccs3)C(C(=O)NC3CCCC3)c3ccco3)n2)o1 (stereo unspecified)	94	91	2	94	95	-8	9	95

In the list so far, three contain a cyano group.
SMILES	RPL19A-GFP yeast	LAP4-GFP MLPCN	AHR activator	CIT2 TOR yeast	AGP1 TOR yeast	proCasp3 act	procasp7 counter	MEP2 TOR yeast
COc1ccc(CCNc2oc(COc3ccccc3)nc2C#N)cc1	100	87	5	98	95	-2	10	97
CCOCCCn1c(=NC(=O)c2cccs2)c(C#N)cc2c(=O)n3ccccc3nc21	93	105	-3	110	114	-6	-6	79
CCN(CC)S(=O)(=O)c1cc(NC(=O)CSc2nc3c(cc2C#N)C(=O)CC(C)(C)C3)ccc1C	100	95	-2	99	99	2	-7	104
